# SSB-PriA inh = inhibitors of Klebsiella pneumoniae PriA binding to SSB C-terminal tail; AlphaScreen SSBct-PriA binding, biotinylated peptide; inhibition, % at 33 µM; 430,000 compounds, 0.6% hits; in the data active = inhibition mostly above about 37%, no sharp cut-off; inactive = mostly below about 20%;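 also: plate controls were negative control peptide for no effect and reference peptide for full effect; strong numbers were not always called active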
# * = called active by the depositor; & = joins results of further samples.
# Start of the data: the first two entries (preview)
SMILES,SSB-PriA inh
COC(CNC(=O)c1ccc2c(c1)OCO2)c1cccc(F)c1 (configuration not stated),-14.0
NS(=O)(=O)c1ccc(NN=Cc2ccncc2)cc1,-3.4

# Main list, from the start:
SMILES,SSB-PriA inh
COC(CNC(=O)c1ccc2c(c1)OCO2)c1cccc(F)c1 (configuration not stated),-14.0
NS(=O)(=O)c1ccc(NN=Cc2ccncc2)cc1,-3.4
COc1ccc(CNC(=O)NCC[C@H](O)c2cccc3ccccc23)cc1,-5.0
COc1ccc(-c2ncnc(C(F)(F)F)c2-c2ccc(Br)cc2)c(O)c1,12.0
CSc1ccc(-c2noc(Cn3ccn4nc(-c5ccc(F)cc5)cc4c3=O)n2)cc1,-7.0
CN(C)/C=N\n1cnc2nccnc2c1=O,0.0
COc1ccc(CCC(=O)N2CCN(Cc3nc(C)cs3)CC2)cc1,-1.0
CC1CCCCC1=NNc1ccc([N+](=O)[O-])cc1[N+](=O)[O-] (configuration not stated),22.3
CCOC(=O)N1CCN(S(=O)(=O)c2ccc(C(=O)Nc3nnc(-c4ccc(OC)cc4OC)o3)cc2)CC1,-20.0
O=C(Nc1ccc2c(c1)CN(C(=O)c1cccs1)CC2)c1c(F)cccc1F,2.0
O=C(NN=Cc1cc([N+](=O)[O-])ccc1O)c1ccncc1,0.6
CCOc1ccc(NC(=O)CC2CCCCN2S(=O)(=O)c2ccc(F)cc2)cc1 (configuration not stated),23.0
CCOc1ccccc1N1C[C@@H](C(=O)Nc2ccc(CC)cc2)CC1=O,1.0
CCC(=O)NCCCn1nc(-c2ccc(C)cc2)ccc1=O,-8.0
CCOc1ccccc1NC(=O)C(=O)NN=Cc1cc(Br)ccc1O,-17.5
Cc1cc(=O)[nH]c(-n2ncc(C(=O)Nc3cccc(C(F)(F)F)c3)c2C)n1,6.0
CN(C)c1ncc(NC(=O)Cc2ccc(F)cc2)cn1,1.0
O=C(CCn1cnc2c([nH]c3ccc(F)cc32)c1=O)NCC1CCN(Cc2ccccc2F)CC1,-3.0
CCN1CCN(C(=O)NCC(C)(O)c2cc3ccccc3s2)C(=O)C1=O (configuration not stated),3.0
COc1cccc(C(=O)N(CCCN2CCOCC2)c2nc3c(Cl)cccc3s2)c1OC,24.0
CCC(=O)NCCCn1nc(-c2ccc(Cl)cc2)ccc1=O,-15.0
O=C1CC(NNc2ccc([N+](=O)[O-])cc2)C(=O)N1c1ccc(O)cc1 (configuration not stated),7.0
N#Cc1ccccc1S(=O)(=O)N1CCc2oncc2C1,-7.0
COc1ccc(N2CCn3c2nn(Cc2ccc(Br)cc2)c(=O)c3=O)cc1,-13.0
Cn1nc(C2CCN(Cc3ccccn3)CC2)n(-c2ccccc2)c1=O,-5.0
# The list goes on.
SMILES,SSB-PriA inh
N#Cc1ccc(Cl)cc1NC(=O)C(=O)NCC(O)c1csc2ccccc12 (configuration not stated),1.0
CC(=NN=C(N)N)c1ccc(Cl)cc1Cl,1.4
COc1ccccc1CNC(=O)CC1CCCCN1S(=O)(=O)c1cccs1 (configuration not stated),9.0&22.0
O=C(/C=C/c1ccco1)c1ccc2c(c1)OCO2,-2.0
CCCc1ccc(C(=O)NCCN2CCN(c3ccc(OC)cc3)CC2)cc1,5.0
CCn1nc(C)cc1C(=O)N(CCCN(C)C)c1nc2ccc(Cl)cc2s1,10.0
Cc1[nH]c(=O)[nH]c(=O)c1CCc1nnc(SCC(=O)NC2CCS(=O)(=O)C2)o1 (configuration not stated),7.0
Cc1[nH]c2ccccc2c1S(=O)(=O)CCNC(=O)Nc1ccccc1C#N,1.0
Cc1cc(C)n(C2CCS(=O)(=O)C2)n1 (configuration not stated),-3.0&0.0
COc1ccc(CCNC(=O)Cc2csc3nc(-c4ccc(C)cc4)cn23)cc1,8.0
COc1cc(Nc2c(C(=O)OC(C)C)cnc3nc(C)ccc23)c(OC)cc1Cl,11.0
COc1ccc(C(=O)Nc2nc3c(C)cc(C)cc3s2)cc1,-14.0
Cc1cc(NC(=O)c2ccc(S(=O)(=O)N(C)C3CC3)cc2)n(C(C)C)n1,-9.0
O=C(NCC(c1ccsc1)N1CCOCC1)NC1CCCCC1 (configuration not stated),12.0
Cc1cc(=O)[nH]c(-n2nc(-c3cccs3)cc2NC(=O)c2ccc(S(=O)(=O)N(C)C)cc2)n1,-6.0&7.0
O=C(Cn1nc(-c2cccs2)n(C2CC2)c1=O)N1CCc2ccccc21,-12.0
O=C(CN1CC(c2nc(-c3ccsc3)no2)C1)Nc1cccc(C(F)(F)F)c1,-8.0
Cc1ccc(S(=O)(=O)c2nc(N/N=C\c3cccc([N+](=O)[O-])c3)sc2Cl)cc1,-3.0
Cc1ccc2c(c1)NC(=O)c1cc(NC(=O)c3ccccc3C)ccc1O2,-15.0
Cc1cc(-c2cccs2)nn1CCNC(=O)c1ccc(=O)n(C)n1,-13.0
O=C(Nc1nnc(-c2ccc(Br)cc2)o1)c1c[nH]c2ccccc12,1.0
Cc1nc(-c2cccnc2)sc1-c1ccc(SCC(=O)Nc2ccc(C(F)(F)F)cc2)nn1,3.0
COc1coc(C(=O)Nc2cccc(Cl)c2C)cc1=O,-1.0
O=C(c1ccc(Cl)s1)N1CC(n2cc(-c3ccccc3)nn2)C1,-17.0
Cc1ccc(OC2CCN(C(=O)c3cc(C)oc3C)CC2)nn1,2.0
# Next part
SMILES,SSB-PriA inh
COc1cc2cc(C(=O)Nc3cccc(C(C)=O)c3)cc(-c3ccc(C)cc3)c2cc1OC,4.0
O=C1CC(CNS(=O)(=O)c2cccnc2)CN1c1ccc2c(c1)OCO2 (configuration not stated),-6.0
Brc1cccnc1OC1CCNCC1,-18.0
Cc1cc(C(C)(C)C)ccc1OCC(=O)NN=Cc1c(C)n(C)n(-c2ccccc2)c1=O,6.8
Cc1ccc(C(=O)N2CCN=C2SCc2cccc(Cl)c2)cc1C,-8.0
O=C1CC(c2ccccc2F)C(=O)N1 (configuration not stated),42.0*
Cc1cc(C)cc(C(=O)NCCn2cc(SCC(=O)Nc3ccc(OC(F)(F)F)cc3)c3ccccc32)c1,-43.0
O=S(=O)(NCC1(O)CCCC1)c1cccs1,-11.0
Cc1cc(C)n(-c2cc(N3CCN(C(=O)c4ccco4)CC3)ncn2)n1,-15.0
COc1cccc(CCNC(=O)c2ccc(NC(=O)c3cn(C)nc3OC)cc2)c1,-20.0
COc1ccccc1NC(=O)NCc1sc(-c2ccccc2F)nc1C,-6.0
Cc1ccc(S(=O)(=O)N2CCC(S(=O)(=O)c3nncn3C)CC2)cc1C,-13.0
CC1(C)Cc2cccc(OCC(=O)NCCn3nc(C4CC4)n(-c4ccccc4)c3=O)c2O1,-4.0
Cc1noc(C)c1C(=O)NC1CCN(c2ccccn2)C1 (configuration not stated),-5.0
O=C(COc1ccccc1F)N1CCc2ncncc2C1,-4.0
O=C(CN1C(=O)CCC1=O)Nc1ccccc1Cc1nc(-c2ccco2)no1,-11.0
CCCc1nnc2c(=O)n(-c3ccc(F)cc3)ccn12,-7.0
C=c1cc(C)cc(C)c1=C1NN=C(NC(=O)[C@H](CC)Sc2ccccc2)S1,-13.0
Cc1nc(SCC(=O)c2ccc(Cl)cc2)c2c(=O)n(C)c(=O)n(C)c2n1,-5.0
O=c1c2cc(-c3ccc(F)cc3)nn2ccn1Cc1nc(-c2cccc(C(F)(F)F)c2)no1,-13.0
Cc1cc(C(O)CCNS(=O)(=O)c2c(C)nn(C)c2C)c(C)o1 (configuration not stated),6.0
CCc1ccc2nc(N3CCN(C(=O)c4ccnn4C)CC3)sc2c1,3.0
COc1ccc(CNC(=O)CCC(=O)N2C[C@H]3C[C@@H](C2)c2cccc(=O)n2C3)cc1OC,5.0
COc1cc(C)c(C)cc1S(=O)(=O)Nc1ccc2c(c1)N(C(=O)c1cccs1)CC2,-10.0
CC(=NNc1ccc(S(=O)(=O)Nc2ccc(Cl)cc2)cc1[N+](=O)[O-])c1ccc(N2CCOCC2)cc1,19.9
# (cont.)
SMILES,SSB-PriA inh
OC(CN1CCN(Cc2cc(F)ccc2F)CC1)c1ccco1 (configuration not stated),-11.0
CCCSC(N)=NN=Cc1ccccc1O,-5.6
CCOC(=O)C1C(=NO)CC(C)(O)C(C(=O)OCC)C1c1ccc(N(C)C)cc1 (configuration not stated),2.5
O=C(N1CCCCC1)n1ccnc1,-12.0
Cc1nc(-c2cccs2)sc1CNC(=O)c1cc(=O)[nH]c(=O)[nH]1,-15.0
O=C(Cc1cc(-c2cccs2)on1)NCCc1c[nH]c2ccccc12,15.0
Cc1ccccc1Cn1c(=O)c2c(N3CCN(C(=O)c4ccco4)CC3)ccnc2n(C)c1=O,7.0
O=C(NCCn1nc(-c2cccnc2)ccc1=O)c1cccs1,-8.0
CCCOc1ccc(-c2nc(C#N)c(N3CCCC3)o2)cc1,60.6
COCC(C)(O)CNC(=O)COc1ccccc1C (configuration not stated),0.0
O=C(NCCN1CCN(c2ccc(Cl)cc2)CC1)C(=O)Nc1cccc(N2CCCCC2=O)c1,-12.0
Cn1c(-c2ccccn2)nn(Cc2ccc(OCc3ccccc3)cc2)c1=O,-12.0
C[C@](O)(CNS(=O)(=O)CCc1ccccc1)c1ccco1,-13.0
Cc1ccc(O[C@H]2CCN(C(=O)COc3ccc(F)cc3)C2)nn1,-20.0
COc1ccc(-c2csc(/C(C#N)=C/c3ccccc3C(F)(F)F)n2)cc1OC,-37.0
Cc1cccc(Nc2ccc(N3CCN(C(=O)Nc4ccccc4C)CC3)nn2)n1,-7.0
COc1ccc(NC(=O)Cn2nc(SC)c(S(=O)(=O)c3ccc(C)cc3)c2N)cc1Cl,-22.0
COC(=O)c1ccc(NC(=O)CCNCc2ccco2)cc1,-13.0
Cc1nc2scc(-c3cccc(NC(=O)C(C)Oc4cccc(F)c4)c3)n2c(=O)c1C (configuration not stated),-10.0&4.0
O=S(=O)(c1ccc2c(c1)OCCO2)N1CCN(c2ccc(-c3cccs3)nn2)CC1,4.0
O=C(Cc1ccccc1Br)N1CCN(c2cc3c(nn2)CCCC3)CC1,2.0
Cc1cc(C)c(C)c(S(=O)(=O)N2CCN(c3ncnc4sc5c(c34)CCCC5)CC2)c1C,-13.0&-7.0
O=c1ccc(-n2ccnc2)nn1CCNS(=O)(=O)c1ccccc1Cl,-9.0
CCSC(=Nc1c(N)n(C)c(=O)n(C)c1=O)NC(=O)c1ccco1,2.0
CCOC(=O)c1ccc(OCC)nn1,-12.0
# The results go on.
SMILES,SSB-PriA inh
CCOc1ccc2ccccc2c1C(=O)NCC1COC2(CCCC2)O1 (configuration not stated),-8.0
COC(=O)Nc1ccc(S(=O)(=O)N(Cc2ccsc2)C2CC2)cc1,7.0
CS(=O)(=O)c1cccc(C(=O)N(CCn2cccn2)c2nc3c(F)cccc3s2)c1,13.0
CCOC(=O)C(C(C)=NNC(=O)C1CC1c1ccccc1)C(C)C (configuration not stated),-5.5
CCOc1cccc(CNC(=O)C2CCN(c3nc4ccsc4c(=O)n3-c3ccccc3)CC2)c1,-4.0
CSc1nc2ccc3nc(NC(=O)c4ccc(S(=O)(=O)N5CCC(C)CC5)cc4)sc3c2s1,-14.0
O=C(O)C1CCN(c2ccc(C(F)(F)F)cn2)CC1,8.0
O=C(COc1ccc2c(c1)OCO2)NCCCn1nc(-c2ccc(F)cc2)ccc1=O,-13.0
CS(=O)(=O)c1ccc2nc(N(Cc3ccccc3)C(=O)c3cccc(Oc4ccccc4)c3)sc2c1,11.0
O=c1[nH]c(=S)n(CCC2=CCCCC2)c(O)c1C=NN1CCOCC1,7.5
Cc1cccc(NC(=O)C2COCC(=O)N2Cc2ccccc2)n1 (configuration not stated),-4.0
CC1(C)Oc2ccc(C(=O)NN=Cc3ccc(O)cc3)cc2NC1=O,-17.3
CCOC(=O)CNC(=O)c1cc(OCc2ccccc2)no1,-24.0
CON=Cc1ccc(N2CCN(C(=O)c3ccc(C)cc3)CC2)c([N+](=O)[O-])c1,31.0
COc1ccc(NC(=O)CON=C2CCCc3nonc32)cc1,-15.4
COc1cccc(C(=O)NCCOc2ccc(F)cc2)c1,-11.0
COc1ccc(-n2c(SCCCN3C(=O)c4cccc5cccc(c45)C3=O)nnc2-c2sc3ccccc3c2Cl)cc1,-13.0&-9.0
O=C(c1cc(Cl)ccc1Cl)N1CCN(c2ccc3nnc(C4CC4)n3n2)CC1,1.0
Cc1csc(NC(=O)CSc2nc(=O)n(CC3CCCO3)c3c2CCCC3)n1 (configuration not stated),9.0
OCc1cnc(SCc2cccc3ccccc23)n1C1CCCC1,-11.0
CS(=O)(=O)N1CCC(C(=O)N2CCN(c3cc(C(F)(F)F)ncn3)CC2)CC1,4.0
CCOc1ccccc1-c1nc(Cn2nnc(C(=O)Nc3ccccc3CC)c2C)c(C)o1,-13.0
O=C(CCSc1nnc2scc(-c3ccc(Cl)cc3)n12)NCCc1ccccc1,-11.0
COc1cc(OC)c(NC(=O)CSc2cc(N3CC(C)CC(C)C3)ncn2)cc1Cl (configuration not stated),-5.0
CC(=O)Nc1ccc(S(=O)(=O)N2CCN(c3ccc(Nc4ccc(C)cc4)nn3)CC2)cc1,-1.0
O=C(CSc1nnc(SCc2ccc(Cl)cc2)s1)NN=Cc1ccc(Cl)cc1Cl,2.7
Cc1cc(C(=O)Nc2nc3ccc(S(N)(=O)=O)cc3s2)on1,-9.0&8.0

# Four entries from above, field by field.
O=C(CSc1nnc(SCc2ccc(Cl)cc2)s1)NN=Cc1ccc(Cl)cc1Cl
  SSB-PriA inh: 2.7

CCOc1cccc(CNC(=O)C2CCN(c3nc4ccsc4c(=O)n3-c3ccccc3)CC2)c1
  SSB-PriA inh: -4.0

CCOC(=O)C(C(C)=NNC(=O)C1CC1c1ccccc1)C(C)C (configuration not stated)
  SSB-PriA inh: -5.5

O=C(c1cc(Cl)ccc1Cl)N1CCN(c2ccc3nnc(C4CC4)n3n2)CC1
  SSB-PriA inh: 1.0

# Part of the list above in order of heavy-atom count, smallest number first.
SMILES,SSB-PriA inh
COc1ccc(NC(=O)CON=C2CCCc3nonc32)cc1,-15.4
Cc1cccc(NC(=O)C2COCC(=O)N2Cc2ccccc2)n1 (configuration not stated),-4.0
CS(=O)(=O)N1CCC(C(=O)N2CCN(c3cc(C(F)(F)F)ncn3)CC2)CC1,4.0
O=C(CSc1nnc(SCc2ccc(Cl)cc2)s1)NN=Cc1ccc(Cl)cc1Cl,2.7
CS(=O)(=O)c1cccc(C(=O)N(CCn2cccn2)c2nc3c(F)cccc3s2)c1,13.0

# High-throughput results: PubChem, Small Molecule Screening Facility, UW Madison

# A portion of the library; the hit share may differ from the screen's.
